POLI inh: DNA polymerase iota (human) inhibition | Q9UNA4 | Pol iota fluorescent replication assay, 10 min | Potency, µM (doses to about 115 µM), for inactives: top-dose activity, negative = inhibition, actives largely listed as inhibitors | actives 1% (n = 390,000) | AID 588590; note: potency is the fitted concentration of half-maximal effect
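Pol iota at 10 nM preincubated 15 min with compounds at room temperature; reaction started with fluorescent substrate, 50 nM final. Fluorescence read kinetically at 0 and 10 min; buffer-only wells as negative control.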
Pol eta inh: inhibitors of human DNA polymerase eta. Potency, µM (titrated, usually from 114 µM), without a hit: at the top dose activity change, negative = inhibition, most hits filed as inhibitors. recombinant Pol eta, fluorescent DNA replication assay. Q9Y253. actives 1.2% (n = 390,000). AID 588591; note: potency is the fitted concentration of half-maximal effect; % is set by controls: 0 for no effect and ±100 for the full control effect
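Pol eta at 10 nM preincubated with compounds 15 min at room temperature; reaction started with fluorescent substrate (50 nM final) and read kinetically at 0 and 10 min.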
Pol beta inh: blocks human DNA polymerase beta activity. Potency, µM (series often up to 114 µM), for the others: at the top dose activity change, negative = inhibition, actives largely listed as inhibitors. Pol beta primer extension/strand displacement, fluorescence kinetic. actives 1.3% (n = 340,000); note: potency is the fitted concentration of half-maximal effect; % is set by controls: 0 for no effect and ±100 for the full control effect
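Human Pol beta at 10 nM; strand-displacement substrate 50 nM final. Compound exposure 15 min at room temperature before start, reaction 10 min at room temperature.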
Anesthetic bind: candidate novel general anesthetic via apoferritin binding; P02791; apoferritin/1-aminoanthracene competitive binding, fluorescence; Potency, µM (highest dose often 77.5 µM), for inactives: at the highest dose activity change, negative = displacement, usual class: inhibitors; actives 0.074% (n = 350,000); AID 485281; note: potency is the fitted concentration of half-maximal effect; % is set by controls: 0 for no effect and ±100 for the full control effect; nearly all actives have a fitted effect of over 20% in size
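Concentration-response curves derived by four-parameter Hill fitting of normalized fluorescence, where compounds displaced 1-AMA from 10 uM horse apoferritin following a brief 10 min room-temperature incubation; propofol titration acted as positive control.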
LDHA block: inhibitors of human lactate dehydrogenase A; P00338; purified LDHA, NADH/diaphorase-resazurin fluorescence; stronger effect = lower value; activity change, % (values are at about 110 or 230 µM); actives 0.15% (n = 480,000); AID 1347041; in the data active = activity change below about -30%; inconclusive = mostly about -25% to -30%;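 note: plate controls were DMSO wells for no effect and wells without enzyme for full effect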
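Remaining NADH was detected by diaphorase (0.133 mg/mL) converting 37 µM resazurin to fluorescent resorufin, read at 0 and 20 minutes. The preceding 5-minute room-temperature reaction used 2 nM LDHA, 0.2 mM sodium pyruvate and 0.06 mM NADH at pH 7.4.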
APEX1 inh: blocks human APE1 abasic DNA cleavage; P27695; recombinant APE1, TAMRA/BHQ-2 abasic DNA cleavage fluorescence; Potency, µM (titrated, usually from 65.8 µM), for the others: at the highest dose activity change, negative = inhibition, actives largely listed as inhibitors; actives 0.35% (n = 350,000);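 note: potency is the fitted concentration of half-maximal effect; plate controls were vehicle for no effect and reference inhibitor for full effect; nearly all actives have a fitted effect of over 55% in size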
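Compound pre-exposure to 0.75 nM APE1, 15 min at ambient temperature. Reaction initiated with 50 nM TAMRA/BHQ-2 THF substrate, read immediately in kinetic mode, 525 nm excitation, 598 nm emission.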
Glioma ERSR ind: induces the endoplasmic reticulum stress response in human glioma cells. U87-MG GRP78 promoter luciferase reporter, 16 h. Potency, µM, inactives show top-dose activation, actives largely listed as activators. actives 0.02% (n = 420,000). AID 602332; note: potency is the fitted concentration of half-maximal effect; series mostly up to about 76 µM; % of control where 0% means no effect; nearly all actives have a fitted effect of over 35% in size
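ERSR induction read as luciferase luminescence (Bright-Glo, 10 min at room temperature) in stably transfected human U87-MG glioma cells exposed to compounds for 16 h, using GRP78 as sensor.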
POLK inh: DNA polymerase kappa (human) inhibition. Q9UBT6. purified Pol kappa, fluorescent DNA synthesis assay, 10 min. Potency, µM (top dose mostly 107 µM), inactives show at the highest dose activity, negative = inhibition, actives largely listed as inhibitors. actives 0.53% (n = 400,000); note: potency is the fitted concentration of half-maximal effect; % is set by controls: 0 for no effect and ±100 for the full control effect
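Pol kappa 10 nM + cpd, 15 min RT; start w/ substrate 50 nM final; fluorescence kinetic read, 0 and 10 min. Neg ctrl: buffer, no enzyme.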
BLM helicase inh: Bloom syndrome helicase (human) inhibition. Potency, µM (series often up to 56.1 µM), for the others: at the top dose activity change, negative = inhibition, most hits filed as inhibitors. actives 0.2% (n = 350,000). recombinant BLM DNA unwinding, fluorescence dequenching. P54132;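 note: potency is the fitted concentration of half-maximal effect; plate controls were vehicle for no effect and no enzyme for full effect; nearly all actives have a fitted effect of over 35% in size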
Target sequence (P54132 whole entry, looked up): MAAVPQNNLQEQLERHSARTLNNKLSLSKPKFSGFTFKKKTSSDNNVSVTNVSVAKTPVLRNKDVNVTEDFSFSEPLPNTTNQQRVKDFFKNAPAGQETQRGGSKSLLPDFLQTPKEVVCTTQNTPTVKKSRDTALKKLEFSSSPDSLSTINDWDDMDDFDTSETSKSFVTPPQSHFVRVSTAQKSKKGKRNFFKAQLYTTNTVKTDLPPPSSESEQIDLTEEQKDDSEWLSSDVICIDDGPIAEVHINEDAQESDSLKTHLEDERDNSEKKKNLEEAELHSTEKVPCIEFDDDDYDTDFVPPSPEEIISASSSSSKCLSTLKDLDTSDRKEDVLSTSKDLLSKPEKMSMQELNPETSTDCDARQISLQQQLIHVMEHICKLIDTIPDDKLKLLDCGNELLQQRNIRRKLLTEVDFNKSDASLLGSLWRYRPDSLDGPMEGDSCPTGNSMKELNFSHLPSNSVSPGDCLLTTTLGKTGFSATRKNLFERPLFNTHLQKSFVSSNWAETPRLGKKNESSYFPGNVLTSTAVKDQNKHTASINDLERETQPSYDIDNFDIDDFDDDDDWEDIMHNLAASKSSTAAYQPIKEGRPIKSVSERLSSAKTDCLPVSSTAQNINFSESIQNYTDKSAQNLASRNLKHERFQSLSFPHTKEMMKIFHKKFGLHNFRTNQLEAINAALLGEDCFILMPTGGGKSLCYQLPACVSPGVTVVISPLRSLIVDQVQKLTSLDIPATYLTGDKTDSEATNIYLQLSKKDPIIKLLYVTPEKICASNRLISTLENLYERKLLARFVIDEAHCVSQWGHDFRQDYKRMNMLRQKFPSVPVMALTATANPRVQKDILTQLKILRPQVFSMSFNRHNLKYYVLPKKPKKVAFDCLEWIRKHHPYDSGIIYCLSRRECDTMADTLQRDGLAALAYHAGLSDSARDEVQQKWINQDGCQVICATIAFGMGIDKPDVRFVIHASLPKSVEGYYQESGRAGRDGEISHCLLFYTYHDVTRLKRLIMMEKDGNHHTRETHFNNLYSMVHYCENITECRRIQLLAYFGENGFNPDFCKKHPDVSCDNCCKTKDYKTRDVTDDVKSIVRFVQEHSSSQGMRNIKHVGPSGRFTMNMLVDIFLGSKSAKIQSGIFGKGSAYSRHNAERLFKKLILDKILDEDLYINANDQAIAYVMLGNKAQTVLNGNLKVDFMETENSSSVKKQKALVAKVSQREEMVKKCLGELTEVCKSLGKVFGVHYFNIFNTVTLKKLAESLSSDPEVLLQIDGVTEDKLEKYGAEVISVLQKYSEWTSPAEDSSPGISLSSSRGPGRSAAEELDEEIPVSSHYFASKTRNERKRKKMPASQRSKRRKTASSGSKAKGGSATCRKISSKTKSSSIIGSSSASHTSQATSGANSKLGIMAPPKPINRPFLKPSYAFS
Active calls of the source: *; ? = inconclusive; nt = no result given; & = joins results of further samples; [ ] = dose if it differs, or a comment. Unless noted, calls come from the whole dose curve; as a rule, active = well fitted curve in the direction sought with a large enough effect; inconclusive = small, poorly fitted or top-dose-only effect, or another doubt; inactive = no such curve, though single readings can be large; an effect the other way counts as inactive or inconclusive.

canonical_smiles	LDHA block	BLM helicase inh	Anesthetic bind	Pol beta inh	POLI inh	POLK inh	Pol eta inh	Glioma ERSR ind	APEX1 inh
Cn1ccc(C(=O)Nc2cccnc2Cl)n1	-1	-2%	-1%	1%	70%[activator]	-12%	-15%	14%	27%
Cc1noc(C)c1S(=O)(=O)N(Cc1ccccc1)C(C)C	6	0%	-9%	19%	6%[58.9 µM]	-10%	-18%	-3%	5%
[O-][N+](=Cc1ccccc1)c1ccc(Cl)cc1	7	nt	nt	nt	-8%	-8%	-16%	4%	nt
COCCNc1nnc(Cc2ccccc2)c(=O)[nH]1	-15	-1%	-5%	31%	8%	2%	14%	-3%	0%
Cc1cccn2c(=O)c(/C=C(\C#N)c3nc4ccccc4s3)c(Oc3ccc(Br)cc3)nc12	10	0%	-18%	6%	?	-29%	-20%	-2%	nt
O=c1ccc2ccc(O)c(O)c2o1	nt	nt	nt	14µM*	24µM*	9.5µM*	?	41µM*	13µM*
O=C(CSc1nc2ccccc2o1)NCC1CCCO1 (stereo unspecified)	-5	nt	nt	nt	21%	-14%	-18%	-4%	27%
COc1ccc(CCNC(=O)CN(C2CCCCC2)S(C)(=O)=O)cc1OC	-7	1%	31%[activator]	3%	18%	-3%[60.1 µM]	-11%	-5%	-6%
Cc1ccc2ccc(C3C(=O)c4ccccc4C3=O)nc2c1	-19	nt	nt	nt	5%	-8%	-1%	6%	nt
Cc1ccc(CNC(=O)C2CSC3(C)CCC(=O)N23)cc1 (stereo unspecified)	-4	nt	nt	nt	-1%	-12%	-6%	-1%	57%
CN(C)S(=O)(=O)c1ccc(C(=O)NCC[N+]2(C)CCCCCC2)o1	?	-2%	-3%	0%	6%	-1%	-2%	-5%	8%
O=C(Nc1cccc(C(=O)N2CCOCC2)c1)C1CCCC1	-3	nt	nt	nt	-1%	0%	3%	5%	nt
CC(C)C1NC(=S)N(C2CCCCC2)C1=O (stereo unspecified)	-10	1%	6%	-10%	8%	-9%	-7%	-4%	-3%
CCN1CCN(C(=S)c2ccc(OCC(=O)N3CCOCC3)cc2)CC1	-9	-3%	0%	2%	6%	-7%	1%	-4%	4%
CCCC1OC2CC3C4CCC5=CC(=O)C=CC5(C)C4C(O)CC3(C)[C@]2(C(=O)CO)O1 (stereo partly specified)	nt	-10%	-3%	nt	nt	?	nt	-5%	17%
COc1ccc(-c2nc(-c3ccccn3)no2)cc1	-1	-3%	-11%	-1%	8%	11%	-4%	-14%	1%
O=C(CSc1nc2ccccc2c(=O)[nH]1)N1CCOCC1	-3	0%	-3%	3%	-4%	-4%	9%	-2%	3%
CC(C)(C)NC(=O)NC(=O)COc1ccccc1C#N	10&-2	-1%	-7%	40%	11%	-10%	4%	-6%	2%
O=C(OCc1ccc(C(=O)c2ccccc2)cc1)c1cccc(-c2nnc(-c3ccccc3)o2)c1	-8	-2%	-9%	0%	21%	-4%	5%	-4%	-4%
COC(=O)c1ccccc1NC(=O)CSc1nc2c(c(=O)[nH]1)CCC2	-3	3%	4%	10%	16%	-3%	-3%	-5%	-16%
O=C(O)c1ccc(C(=O)Nc2cccc(NC(=O)C3CCCO3)c2)cc1 (stereo unspecified)	1	0%	-9%	?	-2%	-16%	3%	-1%	-3%
O=C(O)CCCC(=O)N1CCOCCOCCOCCOCC1	-17	-3%	1%	42%	-18%	-24%	-4%	-1%	25%
Cc1ccc(CN2CCN(/N=C/c3ccc(C(=O)O)cc3)CC2)cc1	-6	-17%	-2%	10%	15%	-16%	-13%	-1%	5%
CCOc1ccccc1C1C(C(N)=O)=C(C)Nc2nc(-c3ccc(OC)cc3)nn21 (stereo unspecified)	4	-2%	-9%	20%	-11%	5%	-13%	-6%	7%
Cc1nc2nc[nH]n2c(=O)c1NS(=O)(=O)c1ccc(Br)cc1	-12	0%	4%	87%	2%	-9%	-16%	-3%	nt
CCOC(=O)c1cc(-c2csc(-c3ccc(C(C)(C)C)cc3)n2)on1	6	-7%	-7%	-3%	67%[activator]	-1%	?	-5%	-2%
COc1ccc(-c2cn(-c3ccc(C)cc3C)c(=O)[nH]2)cc1OC	4	-5%	-8%	8%	8%	3%	-6%	-4%	-6%
COc1ccc(OC)c(S(=O)(=O)N2CCCC(C(=O)NCc3ccccn3)C2)c1 (stereo unspecified)	-5	0%	-5%	-8%	53%[activator]	-14%	-14%	-3%	-10%
CCC(c1nc2ccccc2c(=O)n1-c1nc2ccccc2s1)N1C(=O)c2ccccc2C1=O (stereo unspecified)	-10	-5%	-1%	-1%	-9%	-13%	-4%	-4%	-1%
O=C(COc1ccc2ccccc2c1)NC1=NCCS1	-8	-4%	-5%	3%	4%	-1%	-1%	0%	-6%
Cc1ccc(/C=C/C(=O)c2nc3ccccc3[nH]2)cc1	2	-21%	?	27%	?	-3%	-6%	16%	-6%
N#CC1=C2SCN(Cc3ccco3)CN2C(=O)CC1c1ccc(Cl)cc1 (stereo unspecified)	3	-10%	-22%	-24%	-4%	-31%	-12%	-3%	0%
CC(=O)Nc1ccc(S(=O)(=O)O)c2cc(S(=O)(=O)O)c(N=Nc3ccc(N=Nc4ccc(S(=O)(=O)O)cc4)c4ccc(S(=O)(=O)O)cc34)c(O)c12	9	nt	nt	nt	3.2µM*	1.4µM*	nt	-10%	nt
CCN(CC(=O)Nc1cc(S(=O)(=O)N2CCCCC2)ccc1C)Cc1ccccc1	-3	nt	nt	nt	78%[activator]	-21%	-25%	-3%	12%
S=C1COC(c2ccccc2)N1c1ccccc1 (stereo unspecified)	-17	1%	-16%	1%	14%	-11%	-6%	-5%	3%
Cc1ccc(OCCCC(=O)Nc2nnc(C3CCCO3)s2)c(C)c1 (stereo unspecified)	-5	-10%	-4%	13%	160%[activator]	-8%	-22%	-2%	-3%
Cc1cccc(NC(=O)CC(=O)Nc2cccc(C)c2)c1	0	-1%	-17%	8%	71%[activator]	-2%	-17%	1%	-8%
CCn1c(SCC(=O)Nc2nnc(C)s2)nnc1-c1ccncc1	-1	0%	-2%	11%	-10%	0%	-7%	-4%	-1%
Cc1ccc(S(=O)(=O)N2CCN(S(C)(=O)=O)C2)cc1	-3	1%	-8%	16%	11%	-1%	-8%	-5%	-6%
CCc1cccc(NC(=O)Nc2ccc3c(c2)OCO3)c1	10	-2%	-8%	32%	?	-15%	1%	6%	?
CN1CCN(C(=O)c2ccc(COc3cc(Cl)ccc3Cl)o2)CC1	-5	2%	7%	?	-4%	-9%	-10%	-5%	26%[12.4 µM]
O=C(COc1ncnc2ccccc12)NCCc1ccc(F)cc1	-4	-3%	-3%	?	72%[activator]	-22%	-20%	-5%	10%
COc1ccc(-c2ccnc(SCC(=O)c3ccc(OC)c(OC)c3)n2)cc1	-7	3%	-1%	-14%	?	7%	-12%	-5%	-2%
COCCNS(=O)(=O)c1cc(F)ccc1OC	-12	-2%	-4%	16%	4%	-2%	-6%	-8%	5%
COC(=O)C1=C(C)Nc2[nH]c(=S)[nH]c(=O)c2C1c1ccc(OC)cc1 (stereo unspecified)	-6	-2%	-5%	?	0%	-2%[60.1 µM]	3%	-4%	2%
Clc1ccc2c(c1)-n1cc(-c3ccccc3)nc1CO2	-14	-6%	37%[activator]	4%	5%	-9%	-9%	1%	nt
COc1ccc(-c2c(C)nn3c(N4CCC5(CC4)OCCO5)cc(C)nc23)cc1OC	-7	0%	-7%	3%	0%	-3%	-17%	-1%	-1%
O=C(CN(Cc1ccc(Br)cc1)S(=O)(=O)c1ccccc1)NCc1ccccn1	-4	-2%	-12%	34%	17%	-9%	-1%	-3%	10%

Not all compounds are listed, so the mix of outcomes need not match the whole.
